Screens: PubChem BioAssay, National Center for Advancing Translational Sciences (NCATS)
MCF10A rereplic – inducers of DNA re-replication in MCF 10A breast cells; MCF 10A DNA re-replication, Hoechst nuclear intensity, 48 h; Potency, µM (titrated, usually from 46.1 µM), for the others: top-dose activity, positive = re-replication, most hits filed as activators; 350,000 compounds, 2.9% hits; also: potency is read from the fitted curve at half-maximal effect; % of control where 0% means no effect; nearly all actives have a fitted effect of over 50% in size
S2 tox – reduces viability in counter-screen for ATXN expression inhibitors; S2 cells (HEK-293 line with an ATXN2-luciferase reporter) viability, CellTiter-Fluor protease fluorescence, 24 h; Potency, µM (doses to about 56.7 µM), actives largely listed as cytotoxic; 400,000 compounds, 0.49% hits; AID 651635; also: potency is read from the fitted curve at half-maximal effect; nearly all actives have a fitted effect of over 40% in size
KB-V1 MDR tox – kills drug-selected multidrug resistant KB-V1 cells. KB-V1 MDR cells viability, CellTiter-Glo, 72 h. 400,000 compounds, 3.4% hits. Potency, µM (top dose mostly 46.1 µM), for inactives: at the highest dose activity change, negative = cytotoxicity, usual class: cytotoxic; also: potency is read from the fitted curve at half-maximal effect; % is scaled to controls: 0 for no effect and ±100 for the full control effect; nearly all actives have a fitted effect of over 60% in size
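Cytotoxicity toward P-gp-expressing KB-V1 cells was determined as loss of CellTiter-Glo luminescence after 72 h at 37 degrees C. Compounds were tested in quantitative HTS format across a concentration range, with curves fitted to normalized data.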
HT1080NT lethal – kills 2HG-producing HT-1080-NT fibrosarcoma cells. 360,000 compounds, 1.6% hits. HT-1080-NT fibrosarcoma viability, CellTiter-Glo ATP luminescence, 48 h. Potency, µM (top dose mostly 46.1 µM), for the others: top-dose activity, negative = less viability, most hits filed as cytotoxic;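 also: NT is the 2HG producing partner of a matched IDH1 knockdown line; potency is read from the fitted curve at half-maximal effect; 0% = DMSO-treated cells and -100% = media-only wells without cells; nearly all actives have a fitted effect of over 55% in size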
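Luminescent CellTiter-Glo readout after 48 hours of compound exposure at 37 degrees C defined viability of HT-1080-NT cells. Activity was normalized to DMSO wells and cell-free media wells; concentration-response curves were fitted and assigned curve classes.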
SW480 rereplic – induces DNA re-replication in SW480 colon adenocarcinoma cells; SW480 DNA re-replication, Hoechst DNA content imaging, 48 h; Potency, µM (doses to about 46.1 µM), for inactives: at the top dose re-replication activation, most hits filed as activators; 340,000 compounds, 1.8% hits; also: potency is read from the fitted curve at half-maximal effect; % of control where 0% means no effect; nearly all actives have a fitted effect of over 55% in size
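Compounds, transferred as 23 nL by pin tool, were incubated with cells for 48 hr; DNA content per nucleus was then quantified by Hoechst staining and fluorescence plate imaging.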
IL-1B inflam inh – blocks inflammasome-driven IL-1 beta release | THP-1 LPS/ATP IL-1B secretion, AlphaLISA, 16 h; hits give low values | activity change, % at 57.5 µM | 360,000 compounds, 4.7% hits; in the data active = activity change below about -50%; inconclusive = mostly about -30% to -49%; also: % is scaled to controls: 0 for no effect and ±100 for the full control effect
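THP-1 cells pretreated 1 hr with compounds (up to 57.5 uM final), then stimulated with LPS (250 ng/mL final) plus ATP (1.25 mM final); secreted IL-1B measured by AlphaLISA after 16 hr, decreased signal indicating inhibition.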
HT1080 IDH1KD tx – HT-1080 IDH1 knockdown cell toxicity (counter line) | HT-1080 IDH1 knockdown viability, ATP luminescence, 48 h | Potency, µM (top dose mostly 46.1 µM), inactives show at the top dose activity, negative = toxicity, actives largely listed as cytotoxic | 360,000 compounds, 2% hits;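 also: potency is read from the fitted curve at half-maximal effect; 0% = DMSO wells and -100% = cell-free medium wells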
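HT-1080-IDH1KD cells (IDH1 knocked down), 750/well in RPMI with 5% FBS, treated with compound 48 h at 37 degrees C. Viability by CellTiter-Glo luminescence, normalised to DMSO and no-cell wells; concentration-response curves classed.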
KB-3-1 cytotox – KB-3-1 parental cell cytotoxicity. KB-3-1 viability, CellTiter-Glo ATP luminescence, 72 h. Potency, µM (highest dose often 46.1 µM), without a hit: at the top dose activity change, negative = cytotoxic, usual class: cytotoxic. 400,000 compounds, 1.4% hits; also: potency is read from the fitted curve at half-maximal effect; % is scaled to controls: 0 for no effect and ±100 for the full control effect; nearly all actives have a fitted effect of over 60% in size
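Here the drug-naive KB-3-1 line serves as comparator for MDR sub-line selectivity; cells received compound titrations, 72 h at 37 °C, then CellTiter-Glo readout.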
ATXN2 expr inh – ATXN2 expression inhibition. 360,000 compounds, 0.72% hits. HEK-293 ATXN2-luciferase reporter, luminescence, 24 h. Potency, µM (highest dose often 57 µM), inactives show at the top dose activity change, negative = inhibition, hits mostly inhibitors; also: potency is read from the fitted curve at half-maximal effect; % is scaled to controls: 0 for no effect and ±100 for the full control effect; nearly all actives have a fitted effect of over 55% in size
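ATXN2-luciferase reporter cells (luciferase flanked by upstream and downstream ATXN2 gene portions) were treated 24 h at 37 °C with compounds at up to 57 uM. SteadyGlo luminescence gave expression; GF-AFC fluorescence gave viability.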
* hit, by the source's call; i = inactive; ? = inconclusive; . = not tested or not shown; & = joins results of further samples; [ ] = remark or other dose. Unless noted, calls follow the shape of the dose curve; as a rule, active = well fitted curve in the direction sought with a large enough effect; inconclusive = small, poorly fitted or top-dose-only effect, or another doubt; inactive = no such curve, though single readings can be large; an effect the other way counts as inactive or inconclusive.

SMILES | MCF10A rereplic | S2 tox | KB-V1 MDR tox | HT1080NT lethal | SW480 rereplic | IL-1B inflam inh | HT1080 IDH1KD tx | KB-3-1 cytotox | ATXN2 expr inh
O=C(O)CC1(CC(=O)Nc2cc3ccccc3cn2)CCCCC1 | 6% | i | -14% | 11% | 0% | . | 12% | -8% | -11%
CCc1cccc(CC)c1N(COC)C(=O)Cn1ccccc1=N | 9% | i | 4% | 7% | 3% | 2 | 1% | 17% | 4%
CCOC(=O)N1CCC(N2CC34C=CC(O3)C(C(=O)O)C4C2=O)CC1 (stereo unspecified) | 4% | i | 17% | 17% | -1% | 19 | 5% | 27% | 9%
CC(C)OC(=O)c1cc(C(=O)c2cc(F)ccc2O)coc1=N | 4% | i | -6% | -3% | -8% | 15 | -2% | 2% | -3%
COC(=O)C(C)Sc1nnc2n(-c3cccc(C)c3)c(=O)c3c4c(sc3n12)CCCC4 (stereo unspecified) | 8% | ? | 12% | -1% | -5% | -22 | 2% | 2% | 5%
CCOC(=O)C1CCN(C(=O)C2COc3ccccc3O2)CC1 (stereo unspecified) | -6% | i | ? | 10% | -3% | 7 | 14% | 2% | 1%
O=C(NC1CCCC1)C(C1CC1)n1c(-c2ccnc3ccccc23)nc2ccccc21 (stereo unspecified) | . | . | ? | 0% | . | 58 | 10% | -4% | .
CCC(C)NC(=O)CCC(=O)Nc1ccc2nc(N3CC(C)CC(C)C3)cc(C)c2c1 (stereo unspecified) | 21µM* | i | 10% | 0% | ? | -59* | -8% | 23% | 3%
CCC(C)c1ccccc1N1CC(C(=O)NCCc2ccc(OC)c(OC)c2)CC1=O (stereo unspecified) | -2% | i | -7% | -2% | -43%[inhibitor] | 2 | -3% | -3% | 13%
COc1ccc(C(C[N+](=O)[O-])c2c(-c3ccccc3)cc3ccccn23)cc1OC (stereo unspecified) | 21µM* | i | -22% | -1% | ? | -16 | -3% | -15% | 1%
CN(C1CCCCC1)S(=O)(=O)c1cn(C)c(=O)n(C)c1=O | 0% | ? | 0% | 0% | -7% | 3 | 11% | 0% | .
O=C(CN1CCN(c2ccccc2O)CC1)Nc1cc([N+](=O)[O-])ccc1Cl | 1% | i | -15% | -4% | 1% | 27 | -5% | -18% | .
CCc1c(C)nc2ncnn2c1NCc1cccs1 | -6% | i | ? | 2% | -7% | -6 | 0% | -6% | 3%
Cc1ccc(S(=O)(=O)c2nc(S(=O)(=O)c3ccccc3)sc2N2CCN(C)CC2)cc1 | 23µM* | i | ? | ? | 36% | -66* | ? | ? | -4%
Cc1ccc(-c2ccc(CCC(=O)O)n2NC(=O)c2ccco2)cc1 | ? | ? | 2% | 14% | 0% | 17 | 10% | 0% | 4%
CCOC(=O)Cn1c(=O)c2c(nc(Br)n2Cc2ccc(Cl)cc2)n(C)c1=O | ? | i | ? | 4% | -6% | 18 | -12% | 2% | 4%
Cc1cccc(N2CCN(CCCNc3ncnc4onc(-c5ccc(Cl)cc5)c34)CC2C)c1 (stereo unspecified) | . | i | ? | . | . | . | . | -5% | 1%
C[C@@H]1CN([C@H](C)CO)C(=O)c2cccc(NS(=O)(=O)c3cccs3)c2O[C@H]1CN(C)Cc1ccccc1 | 3% | i | 11% | 0% | 0% | 36 | 8% | 12% | -13%
Cc1ccc(-n2nc(C)c3c(C)c(CCC(=O)NCC4CCCO4)c(=O)n(C)c32)cc1 (stereo unspecified) | -5% | i | 12% | 9% | ? | 4 | 8% | 1% | .
COCCN1CN=C(NS(=O)(=O)c2ccc(C)cc2)NC1 | -1% | i | 0%&-1% | 9% | -5% | 3 | 2% | 0%&-5% | 6%
O=C(C[C@@H]1CC[C@H](NS(=O)(=O)c2ccccc2F)[C@@H](CO)O1)NCCCN1CCOCC1 | . | . | 12% | 23% | . | 0 | 27% | 0% | .
CCCn1c(SCc2nc(-c3ccc(OC)cc3OC)no2)nnc1-c1ccc(Cl)cc1 | . | ? | 0% | . | . | . | . | -16% | ?
CC(C)C(N)c1csc(Nc2nncc3ccccc23)n1 (stereo unspecified) | . | i | ? | ? | . | 0 | ? | 3% | 0%
CCCCCOc1ccc(/C=C/C(=O)Nc2sc(C)c(C)c2C(=O)OCC)cc1OC | . | i | -11% | . | . | . | . | -9% | 14%
O=[N+]([O-])c1cccc(S(=O)(=O)c2ccc(NCCO)c([N+](=O)[O-])c2)c1 | ? | i | -2% | -5% | ? | 53 | -21% | 3% | -28%
O=C(CSc1nnc(-c2ccncc2)n1Cc1ccco1)Nc1nccs1 | -5% | i | 19% | 6% | -2% | 27 | 0% | 24% | 3%
CC(C)CCN1CC(C(=O)NC(C)C)CC1=O (stereo unspecified) | -7% | i | 11% | 21% | -2% | 20 | ? | -1% | 2%
CC(C)[C@@H](NC(=O)C1CCN(C(=O)[C@@H]2CCCN2C(=O)OC(C)(C)C)CC1)C(=O)NCc1ccc(F)cc1 | 2% | i | 7% | 0% | -6% | 3 | 2% | 0% | -2%
Cc1ccc(CNC(=O)CCCOc2cc(=O)n(C)c3ccccc23)o1 | 125%[0.0737 µM] | i | -13% | 2% | -18% | -8 | 0% | -13% | 77%[activator]
CCOCCCNC(=S)NCCCNc1nc2c(C)c(C)ccc2cc1C#N | 18µM* | i | ? | ? | 21µM* | -95* | ? | 0% | 1%[11.3 µM]
Cc1ccc(-c2cc(C(=O)NN3CCOCC3)c3cc(Br)ccc3n2)o1 | -1% | . | ? | 21% | -4% | -6 | 22% | ? | -25%
CCc1cc(C(=O)NC2CCCN(Cc3ccccc3F)C2)n(C)n1 (stereo unspecified) | 1% | i | ? | -2% | 2.1µM* | 35 | -4% | -75% | -21%
O=C(Cn1ccn(-c2ccc(F)c(Cl)c2)c(=O)c1=O)NCCc1ccccc1 | -8% | i | -3% | 11% | -241%[inhibitor] | -11 | 13% | 12% | -25%
COCCNC(=O)c1ccc2c(=O)n(CCCN3CCCC3=O)c(=S)[nH]c2c1 | -2% | i | 1% | 9% | -20% | 9 | 10% | 20% | -12%
CC(C)c1cc(C(=O)NCc2ccc(F)cc2)c(N)s1 | . | . | ? | 1% | . | -21 | -1% | -7% | .
CC(C)CC(=O)Nc1ccc(C(=O)COC(=O)C2CCC2)cc1 | 8% | i | ? | -8% | -10% | -1 | 0% | -14% | -6%

Copied from the entries so far (2 entries):
SMILES | MCF10A rereplic | S2 tox | KB-V1 MDR tox | HT1080NT lethal | SW480 rereplic | IL-1B inflam inh | HT1080 IDH1KD tx | KB-3-1 cytotox | ATXN2 expr inh
O=C(O)CC1(CC(=O)Nc2cc3ccccc3cn2)CCCCC1 | 6% | i | -14% | 11% | 0% | . | 12% | -8% | -11%
CCc1cccc(CC)c1N(COC)C(=O)Cn1ccccc1=N | 9% | i | 4% | 7% | 3% | 2 | 1% | 17% | 4%

(list continues)
SMILES | MCF10A rereplic | S2 tox | KB-V1 MDR tox | HT1080NT lethal | SW480 rereplic | IL-1B inflam inh | HT1080 IDH1KD tx | KB-3-1 cytotox | ATXN2 expr inh
N#CCC(=O)Nc1ccc(C(=O)OCC(=O)Nc2cc(-c3ccccc3)nn2-c2ccccc2)cc1 | . | i | 8% | 12% | . | -8 | 12% | 0% | .
O=C(NCc1ccc(F)cc1)C1CCCN1S(=O)(=O)c1ccccc1C(F)(F)F (stereo unspecified) | -5% | i | 9% | -2% | -11% | 2 | -2% | -27% | -20%
CCCCCCCCN1C(=O)[C@H](CC(=O)N2CCN(C(=O)OCC)CC2)C[C@@]2(C(=O)OCC)CCCC=C12 | . | ? | ? | ? | . | -22 | ? | -2% | ?
Cc1cccc(C)c1OCc1nnc(SCC(=O)Nc2ccccc2F)o1 | -2% | i | 16% | -2% | 7% | -1 | 5% | 12% | 15%
CCC(C(=O)Nc1cccc(OC)c1)n1nc(C)c2c(C)n(-c3ccccc3)nc2c1=O (stereo unspecified) | 8% | i | -17% | -13% | 3% | -22 | 5% | 5% | -3%
COc1ccc(CNC(=O)C(=O)NCC2OCCN2S(=O)(=O)c2cccs2)cc1 (stereo unspecified) | 7% | . | 3% | 9% | -2% | -1 | 5% | 0% | -17%
O=C(Cn1ncc2c3ccccc3n(Cc3ccccc3)c2c1=O)N1CCN(c2ncccn2)CC1 | 16% | i | 5.2µM* | -7% | 4% | -1 | -24% | ? | -3%
Cc1cc(C(=O)COC(=O)c2ccc[nH]c2=O)c(C)n1C1CC1 | 0% | ? | 18% | 9% | -8% | -8 | 8% | 0% | 42%[activator]
CCOc1ccc(CCNC(=O)CSc2nc3ncc(Cl)cc3[nH]2)cc1OCC | -1% | i | ? | 2% | -2% | 1 | -6% | 16% | -2%
CSc1ccccc1NC(=O)CN(c1ccccc1)S(=O)(=O)N(C)C | -6% | i | -10% | -6% | -4% | -5 | -1% | 3% | 4%
Nc1ncnc(Nc2ccc(F)cc2)n1 | 13% | ? | 4% | 2% | -1% | 14 | 3% | 6% | 3%
CC1CCN(S(=O)(=O)c2cccc(-c3nnc(-c4cccnc4)o3)c2)CC1 | 6% | i | 5% | 0% | -1% | -3 | -6% | 10% | -5%
CCOc1cc(C(=O)NCCc2sc(-c3ccc(F)cc3)nc2C)cc(OCC)c1OCC | . | ? | -14% | . | . | . | . | -2% | -22%
COc1ccc(-c2nc3ncnn3cc2C)cc1F | 0% | i | -23% | 1% | -11% | 21 | -13% | -13% | -12%
CCOC(=O)c1cnc(-n2nc(C)cc2C)nc1NCc1ccc2c(c1)OCO2 | ? | ? | ? | -25% | ? | -11 | ? | ? | -25%
CC(=O)N1N=C(c2ccc(C)cc2)OC1c1ccc(C(C)C)cc1 (stereo unspecified) | ? | i | ? | 3% | 1% | -15 | 1% | 0% | 84%[activator]
CCOc1ccc(N(CC)C(=O)COc2cc(=O)n(C)c3ccccc23)cc1 | 4% | i | 6% | 3% | -7% | 2 | -2% | -3% | -15%
